# DAX1 inh-1: inhibitors of DAX1 repression of SF-1 activated StAR promoter. HEK293T StAR-luciferase reporter, SF-1/DAX-1 repression relief. inhibition, % at 6.8 µM. 370,000 tested, 1.1% active. AID 652010;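 active = inhibition above the mean over all tested compounds plus 3 SD, cut at about 3.6% in these data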;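 note: 0% = DAX-1 cells with DMSO and 100% = cells lacking DAX-1 with DMSO; higher inhibition means more luminescence from relief of DAX-1 repression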
# ADAM17 inh: ADAM17 inhibition, QFRET primary screen; recombinant ADAM17, EDANS/DABCYL FRET peptide cleavage; inhibition, % at 6.95 µM; 370,000 tested, 0.83% active; AID 720648; P78536;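 active = inhibition above the mean of compounds lying between control limits plus 3 SD, set per campaign, cut at about 8.5% in these data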;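 note: 0% = DMSO-only wells as the low control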
# SMARCA2 activ: increases SMARCA2 function in MMTV reporter cells; MG213 cells, MMTV-luciferase reporter, dexamethasone, overnight; activation, % at 9.1 µM; 370,000 tested, 1% active; AID 652017; in the data active = activation above about 7.8%;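 note: 0% = vehicle wells and 100% = reference activator wells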
# DAX1 inh-2: inhibitors of human orphan nuclear receptor DAX1 (NR0B1). AID 504766. 340,000 tested, 0.99% active. P51843. inhibition, % at 6.75 µM. HEK293 Gal4-DAX1 luciferase reporter, luminescence;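 active = inhibition above the mean over all tested compounds plus 3 SD, cut at about 4.2% in these data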;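 note: 0% = DAX1-transfected cells with DMSO and 100% = empty-vector control cells with DMSO; inhibition shows as a rise in luminescence from relieved DAX1 repression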
# Target sequence (P51843 207-470 limits assumed): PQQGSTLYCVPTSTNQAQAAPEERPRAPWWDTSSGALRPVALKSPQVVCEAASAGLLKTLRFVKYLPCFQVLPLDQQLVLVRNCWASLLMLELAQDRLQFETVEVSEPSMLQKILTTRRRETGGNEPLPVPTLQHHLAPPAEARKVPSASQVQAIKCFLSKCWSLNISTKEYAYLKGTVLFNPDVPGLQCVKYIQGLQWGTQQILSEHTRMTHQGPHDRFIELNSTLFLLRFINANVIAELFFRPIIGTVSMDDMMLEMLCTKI
# MBD2 inh: MBD2-methylated oligo binding inhibition | TR-FRET, MBD2 binding to methylated oligonucleotide | 370,000 tested, 0.31% active | AID 686964 | inhibition, % at 4.4 µM | Q9UBB5; in the data active = inhibition above about 13%
# Target sequence (Q9UBB5 whole entry, looked up): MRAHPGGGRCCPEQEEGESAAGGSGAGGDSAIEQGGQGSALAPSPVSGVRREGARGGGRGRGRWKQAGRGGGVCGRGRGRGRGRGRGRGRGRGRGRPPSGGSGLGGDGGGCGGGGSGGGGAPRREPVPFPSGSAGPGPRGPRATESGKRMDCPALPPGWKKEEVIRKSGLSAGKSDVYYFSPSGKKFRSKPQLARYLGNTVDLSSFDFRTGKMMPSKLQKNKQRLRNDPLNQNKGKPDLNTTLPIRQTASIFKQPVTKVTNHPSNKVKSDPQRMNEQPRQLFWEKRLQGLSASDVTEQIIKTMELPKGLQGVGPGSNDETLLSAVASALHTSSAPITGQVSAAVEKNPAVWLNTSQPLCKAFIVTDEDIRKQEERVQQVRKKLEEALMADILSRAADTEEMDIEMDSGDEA
# hgDAF12 agonist: agonists of H. glycines DAF-12 nuclear receptor; HEK293 GAL4-hgDAF12 UAS-luciferase reporter, agonist luminescence; normalized to butyrate control; activation, % at 6.8 µM; 370,000 tested, 1.8% active;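 active = activation above a cutoff set at the mean of all screened compounds plus 3 SD, cut at about 10% in these data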;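 note: 0% = DMSO wells and 100% = sodium butyrate wells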
# PLC-gamma1 inh: blocks human PLC-gamma1 enzyme activity | purified PLC-gamma1, fluorogenic substrate, fluorescence | 370,000 tested, 0.84% active | inhibition, % at 12.2 µM | AID 720700; in the data active = inhibition above about 9.5%
# Rev-erbA mod: Rev-erb alpha (human) modulation | P20393 | Rev-erbα–FITC-DNA binding, fluorescence polarization, 90 min | activity, % at 10 µM | 370,000 tested, 0.79% active | AID 1259318;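 active = activity above about 14%, limit read from the data; passing the limit was not always enough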;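 note: 0% = DMSO wells with 35 nM protein and 100% = DMSO wells with 750 nM protein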
# PLCb3 inh: blocks human PLC-beta3 enzyme activity. Q01970. Purified PLC-beta3, fluorogenic substrate, fluorescence. inhibition, % at 12.2 µM. 370,000 tested, 0.18% active. AID 720704; in the data active = inhibition above about 11%;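 note: 0% = median of compound wells on plate and 100% = full blocker control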
# hcDAF12 agonist: activates DAF-12 receptor from parasite H. contortus. HEK293 hcDAF-12 lit1-tk-luc reporter, luminescence; 0% DMSO, 100% Δ7-dafachronic acid. activation, % at 6.8 µM. 370,000 tested, 1.4% active. AID 652067;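 active = activation above the mean of all tested compounds plus 3 SD, cut at about 5.5% in these data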;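 note: 100% = response to 3 µM Δ7-dafachronic acid high control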
# ssDAF12 agonist: S. stercoralis DAF-12 activation, primary screen; HEK293 ssDAF-12/GRIP1 lit1-tk-luc reporter, luminescence; % of 3 µM dafachronic acid response; activation, % at 6.8 µM; 370,000 tested, 1% active; AID 652126;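 active = activation above the mean over all tested compounds plus 3 SD, cut at about 0.9% in these data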;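 note: 0% = DMSO-only wells and 100% = 3 µM delta7-dafachronic acid wells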
# Active calls of the source: *; · = not tested or not shown.
SMILES,DAX1 inh-1,ADAM17 inh,SMARCA2 activ,DAX1 inh-2,MBD2 inh,hgDAF12 agonist,PLC-gamma1 inh,Rev-erbA mod,PLCb3 inh,hcDAF12 agonist,ssDAF12 agonist
CC1(C)Cc2ccccc2-c2nnc(SCc3ccc(C#N)cc3)n21,-1.2,2,1,0.2,-2,-1.6,2,-7,6,-2.6,-1.5
COC(=O)c1nn(-c2ccccc2)c(Cl)c1/C=N/OCc1ccc(C)cc1,-0.7,-2,2,0.3,1,-1.9,4,0,2,0.1,-1.0
Cc1cc([N+](=O)[O-])ccc1NC(=O)c1cc2ccccc2o1,0.0,1,2,1.6,1,6.8,1,12,-2,1.9,-0.9
COc1ccc(C(=O)CSc2nnc(CN3CCCCC3)n2-c2ccc(F)cc2)cc1OC,0.1,-1,-3,0.4,3,2.6,2,-4,0,0.6,-1.6
Cc1ccc(CN2C(=O)CCC2C(=O)NCc2cccnc2)cc1 (stereo not drawn),0.1,1,-1,0.5,-4,-1.6,1,-2,5,-0.8,-1.1
COc1cc(C(=O)OCCCN2CCOCC2)ccc1O,1.1,-5,5,-0.8,1,1.5,-3,-3,0,-0.1,0.0
C=CCCC(=O)NC1CCCc2c1cnn2-c1ccccc1F (stereo not drawn),-0.1,-3,-2,-0.7,-6,-0.8,-1,-1,2,1.0,-1.2
CCN(CCCn1c(=S)[nH]c2ccc(N3CCOCC3)cc2c1=O)c1ccccc1,-2.6,-8,-1,-1.5,2,-4.8,-220,1,-345,-0.8,-1.1
Cc1nnc(SCC(=O)NC2CCCc3c2cnn3-c2ccccc2F)o1 (stereo not drawn),-0.1,-1,-1,0.0,1,-0.1,-1,2,-1,0.5,-1.4
O=C(NNC(=O)C1CC1)c1cccc([N+](=O)[O-])c1,-0.3,-2,-3,1.0,4,-0.7,0,0,-12,0.8,-1.2
O=C(NN1C(=O)C2C(C1=O)C1C=CC2C12CC2)c1ccccc1Cl (stereo not drawn),-0.4,-3,-3,0.3,4,0.5,2,9,3,1.4,-1.6
NC(=O)c1nsc(C(=O)N(Cc2cccnc2)C(C(=O)NCc2ccc(F)cc2)c2ccc(O)cc2)c1N (stereo not drawn),-0.7,-98,-2,-0.2,-2,-1.6,-76,-1,-115,-0.2,-1.8
O=C(O)c1sccc1S(=O)(=O)N1CCOCC1,-0.3,-4,-3,1.9,-3,1.1,-2,0,-4,-0.7,-0.4
COC(=O)c1ccc(NC(=O)C(=O)c2cn(CC(=O)N3CCOCC3)c3ccccc23)cc1,-1.8,1,-3,0.1,-2,0.1,2,-6,-2,-1.0,-1.4
O=C(NC1CCCCC1)n1c(=O)oc2cc(S(=O)(=O)N3CCCCC3)ccc21,0.6,-6,2,1.7,10,1.2,-1,2,-6,-1.2,-1.2
O=C(Nc1nnc(SCc2ccccc2)s1)c1ccco1,-0.1,-3,1,0.0,2,0.0,-50,1,-61,-0.4,-0.9
CC(=O)N1CCCN(C(=O)c2ccc3nc(Cc4cccc(Cl)c4)oc3c2)CC1,-0.9,-6,1,1.1,-1,2.1,2,-1,-4,0.3,-1.0
CC1CC(C)(C)CC2(C1)NC(=O)N(CC(=O)N1CCN(S(=O)(=O)c3cccs3)CC1)C2=O (stereo not drawn),1.9,-4,-3,0.0,4,-2.2,-1,-3,-15,-0.5,-1.5
COc1ccc(C(=O)NC(C(=O)NCC2(N3CCCCC3)CCCCC2)C(C)C)cc1 (stereo not drawn),0.5,-4,1,1.6,0,0.3,2,-2,-8,1.2,-1.3
COc1ccccc1NS(=O)(=O)c1cc(NC(=O)c2ccccc2C)ccc1N1CCOCC1,-1.4,1,0,-0.2,-1,-0.2,1,-5,-1,0.0,-2.0
O=C(Nc1ccncc1)c1ccc(Br)cc1,-0.2,-4,-2,-1.4,0,8.4,-1,7,-4,-3.5,-1.5
CCc1cc(CN2CCOCC2)c(NC(=O)c2ccccc2)s1,0.8,-3,-1,0.5,1,-0.8,1,-4,-12,4.7,0.2
CCc1nonc1NC(=O)c1oc2ccc(F)cc2c1C,0.9,-1,-2,0.3,-4,5.1,1,8,-2,1.4,-0.9
Cc1cc(C)n2ncc(C(=O)Nc3ccc4c(c3)OCCO4)c2n1,·,-3,·,·,1,4.4,-1,1,1,-0.7,-1.4
Cc1nnc(Nc2ccccn2)c2ccccc12,0.0,-7,2,0.0,3,3.6,-11,-2,-19,1.0,-0.6

# Nothing new here: an excerpt of the list.
SMILES,DAX1 inh-1,ADAM17 inh,SMARCA2 activ,DAX1 inh-2,MBD2 inh,hgDAF12 agonist,PLC-gamma1 inh,Rev-erbA mod,PLCb3 inh,hcDAF12 agonist,ssDAF12 agonist
Cc1ccc(CN2C(=O)CCC2C(=O)NCc2cccnc2)cc1 (stereo not drawn),0.1,1,-1,0.5,-4,-1.6,1,-2,5,-0.8,-1.1
COc1cc(C(=O)OCCCN2CCOCC2)ccc1O,1.1,-5,5,-0.8,1,1.5,-3,-3,0,-0.1,0.0
C=CCCC(=O)NC1CCCc2c1cnn2-c1ccccc1F (stereo not drawn),-0.1,-3,-2,-0.7,-6,-0.8,-1,-1,2,1.0,-1.2
CCN(CCCn1c(=S)[nH]c2ccc(N3CCOCC3)cc2c1=O)c1ccccc1,-2.6,-8,-1,-1.5,2,-4.8,-220,1,-345,-0.8,-1.1
Cc1nnc(SCC(=O)NC2CCCc3c2cnn3-c2ccccc2F)o1 (stereo not drawn),-0.1,-1,-1,0.0,1,-0.1,-1,2,-1,0.5,-1.4
O=C(NNC(=O)C1CC1)c1cccc([N+](=O)[O-])c1,-0.3,-2,-3,1.0,4,-0.7,0,0,-12,0.8,-1.2
O=C(NN1C(=O)C2C(C1=O)C1C=CC2C12CC2)c1ccccc1Cl (stereo not drawn),-0.4,-3,-3,0.3,4,0.5,2,9,3,1.4,-1.6
NC(=O)c1nsc(C(=O)N(Cc2cccnc2)C(C(=O)NCc2ccc(F)cc2)c2ccc(O)cc2)c1N (stereo not drawn),-0.7,-98,-2,-0.2,-2,-1.6,-76,-1,-115,-0.2,-1.8

# The listing continues:
SMILES,DAX1 inh-1,ADAM17 inh,SMARCA2 activ,DAX1 inh-2,MBD2 inh,hgDAF12 agonist,PLC-gamma1 inh,Rev-erbA mod,PLCb3 inh,hcDAF12 agonist,ssDAF12 agonist
NC(=O)c1ccc(-c2nnn(CC(=O)Nc3cccc(S(=O)(=O)N4CCCC4)c3)n2)cc1,1.8,-2,2,0.4,1,0.1,-1,0,-6,-2.3,-1.0
O=C(N/N=C\c1cccc(Br)c1)c1ccccc1-n1cccc1,-0.5,2,-4,-0.8,2,-0.3,-5,0,-10,0.3,-0.7
CCc1c(C)sc(NC(=S)N2CCN(CC)CC2)c1C(=O)OC,-0.2,-1,-5,5.2*,-6,1.2,1,7,-2,-2.2,-1.7
O=C(Nc1nccs1)c1ccc2sc([C@H]3C[C@H](O)[C@@H](CO)O3)nc2c1,1.3,2,-1,·,6,7.1,-4,6,5,1.1,-0.4
Cn1c(SCC(=O)Nc2nc(C(C)(C)C)cs2)nnc1C1CC1,-1.8,0,-2,-2.3,3,-2.7,4,4,-1,-0.5,-2.0
COc1ccccc1CN1CC(C(=O)NCc2nc3ccccc3n2C)CCC1=O (stereo not drawn),0.3,0,-2,0.3,1,-1.5,3,4,-11,-0.7,-1.0
COC(=O)c1cc(-c2cc(Cl)cc(Cl)c2)c(=O)n2c1CCC2,-0.7,-5,-1,·,1,-1.4,0,11,0,-0.5,-1.3
CC(C)(C)[C@@H]1COC(=O)[C@@H](Cc2ccc(F)cc2)C/C=C\C[C@H](CC(=O)N(CCO)Cc2ccccc2)C(=O)N1,-0.2,8,1,-1.9,-4,-0.8,0,-3,5,-0.7,-1.1
O=C(C1=C[C@H](C2CC2)C[C@H](OCCCCO)O1)N1CCN(Cc2ccccc2)CC1,0.2,-3,1,0.3,3,2.1,3,-1,0,-0.6,-1.4
CCNc1c(NCC)c(=O)c1=O,-0.2,-4,-2,0.3,-2,-1.7,2,2,-6,-0.5,-1.5
COc1cc(/C=C2\S/C(=N/S(=O)(=O)c3ccccc3)NC2=O)c([N+](=O)[O-])cc1OC,0.7,0,2,1.0,-5,3.1,-88,2,-102,-1.2,-1.2
NS(=O)(=O)c1ccc(CCNC(=O)CNCCc2ccccc2)cc1,0.3,1,5,-0.5,0,1.7,4,-1,-1,-1.1,-1.5
O=C(Nc1ccccc1C(=O)O)c1cccc(NC(=O)c2ccccc2Cl)c1,-0.2,0,-1,1.3,1,0.1,2,-3,-8,0.5,-1.9
O=C(O)c1cc(NC(=O)C2CCCO2)cc(NC(=O)C2CCCO2)c1 (stereo not drawn),0.3,-4,-3,-1.5,-1,1.6,-2,-1,-1,-0.5,-1.4
CCOC(=O)Cc1csc(NC(=O)c2c(-c3ccccc3)noc2C)n1,0.4,1,-1,-0.1,-1,-0.4,2,-3,1,-0.5,-1.0
O=C(CC1(CC2=NS(=O)(=O)c3ccccc3N2)CCCC1)NCCc1ccccc1,-0.8,-2,-1,-0.8,2,-2.0,2,5,3,-0.7,-0.4
CCC(CO)NCC(O)COCc1ccc2c(c1)OCO2 (stereo not drawn),0.1,0,-4,2.0,-3,-2.1,2,-2,-1,-0.5,-0.8
O=C1c2ccccc2C(=O)N1C1C(=O)N2CCSC12C(=O)OCc1ccccc1 (stereo not drawn),0.3,4,-9,1.9,-2,-1.0,-1,5,2,-0.1,-0.7
COCCCNC(=O)C[C@H]1C[C@@]2(C(=O)OC)C(=C[C@H](C(C)(C)C)O[C@@H]2C)N(Cc2ccco2)C1=O,-0.3,-3,-1,·,1,2.4,-3,6,0,-0.6,-1.5
Cn1nnnc1Sc1ncnc2scc(-c3ccc(C#N)cc3)c12,-1.9,-2,-4,-5.4,1,-6.3,1,-2,1,-2.1,-1.6
N#Cc1cc2ccccc2nc1SCc1cccnc1,-0.3,-1,4,0.1,-3,0.1,-2,1,-2,-1.6,-1.1
COc1ccccc1OCCNC(=O)CCC(=O)N1CCOCC1,1.1,-1,-1,2.2,2,1.3,1,9,-8,-1.1,0.2
COc1ccc(S(=O)(=O)N2CCCCC2)cc1C(=O)NC1CCS(=O)(=O)C1 (stereo not drawn),1.1,1,3,2.2,4,-1.1,3,-6,3,-0.7,-1.3
O=c1ccc(S(=O)(=O)N2CCCC2)cn1Cc1nc(-c2ccc(F)cc2)no1,1.1,-6,1,-1.8,-1,-1.0,-6,-2,-13,-1.5,-0.9
O=C(CNS(=O)(=O)c1ccc(Br)s1)N1CCCC1,0.1,1,0,0.6,3,0.2,4,-3,1,-1.7,-1.2
Cc1ccc(C2Nc3ccccc3NC3=C2C(=O)CC(C)(C)C3)c(O)c1 (stereo not drawn),-0.4,0,-1,-0.4,1,-1.3,-12,-2,-17,-0.1,-0.6
Nn1c(Cc2ccc(Br)cc2)n[nH]c1=S,0.5,1,1,-0.5,2,0.8,0,1,0,-0.5,-1.0
